Compound activity deposited in PubChem by National Center for Advancing Translational Sciences (NCATS).
MBNL1 CUG block – MBNL1-poly(CUG) RNA binding inhibition; Potency, µM (highest dose often 57.5 µM), for inactives: at the highest dose activity change, negative = inhibition, most hits filed as inhibitors; hit rate 0.036% among 280,000; Q9NR56; TR-FRET MBNL1-His/biotin-(CUG)12 binding, 665/545 ratio; active = well fitted inhibition curve with a large enough effect in the signal ratio, with a control signal flat, not every such curve was filed as active; inconclusive = small, poorly fitted or top-dose-only effect, or effect the other way, or a change in a side signal; inactive = no such curve, though single readings can be large or run the other way; the % refers to the signal ratio; also: potency is read from the fitted curve at half-maximal effect; % is scaled to controls: 0 for no effect and ±100 for the full control effect
Target sequence (Q9NR56 whole entry, looked up): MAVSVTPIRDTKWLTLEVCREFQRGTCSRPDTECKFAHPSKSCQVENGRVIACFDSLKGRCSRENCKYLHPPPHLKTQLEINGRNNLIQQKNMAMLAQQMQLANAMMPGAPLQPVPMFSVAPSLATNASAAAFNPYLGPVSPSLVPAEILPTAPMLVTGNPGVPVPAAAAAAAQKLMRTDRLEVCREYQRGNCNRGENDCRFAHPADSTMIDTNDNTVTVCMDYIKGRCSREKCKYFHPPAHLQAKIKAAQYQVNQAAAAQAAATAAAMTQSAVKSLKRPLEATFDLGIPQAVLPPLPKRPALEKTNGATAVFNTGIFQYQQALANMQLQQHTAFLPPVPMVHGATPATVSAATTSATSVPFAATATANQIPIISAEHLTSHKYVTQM
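Compounds (final 92 nM to 58 uM) are added to His-tagged MBNL1 and biotin-(CUG)12, then terbium anti-His antibody and streptavidin-XL665 (5 nM final). After 60 min at room temperature, the 665/545 nm ratio is read.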
KCNH2 3.1 inh – blocks the human KCNH2 3.1 channel isoform | U2OS KCNH2 3.1, thallium flux FluxOr; stronger effect = lower value | activity change, % (tested at about 1.8 µM) | hit rate 0.95% among 340,000;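 active = maximum activity change below -70%; inconclusive = maximum activity change from -70% to -50%; inactive = maximum activity change above -50%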;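 also: thallium influx rate constant from kinetic fluorescence after stimulation buffer; % is scaled to controls: 0 for no effect and ±100 for the full control effect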
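Virally transduced U2OS (3.1 isoform, 4 h infection in dark at RT) → overnight 37 C → FluxOr + Red40 in HBSS/HEPES, 45 min → stimulation buffer, 2 min kinetic read → rate constant vs DMSO controls.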
Gal4-VP16 FLuc – inhibits Gal4-VP16 luciferase reporter, ROR gamma counter-screen. hit rate 3.5% among 310,000. Potency, µM (highest dose often 53.6 µM), inactives show top-dose activity, negative = inhibition, actives largely listed as inhibitors. Drosophila S2 Gal4-VP16 UAS-luciferase, luminescence, 20 h;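 also: Gal4-VP16 expression switched on by copper sulfate through the metallothionein promoter; potency is read from the fitted curve at half-maximal effect; % is scaled to controls: 0 for no effect and ±100 for the full control effect; nearly all actives have a fitted effect of over 50% in size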
Rab9 promoter act – Rab9 promoter activation | Potency, µM (titrated, usually from 9.22 µM), inactives show at the highest dose activation, negative = inhibition, actives largely listed as activators | hit rate 2.8% among 320,000 | Huh7 Rab9 promoter-luciferase reporter, luminescence, 24 h; also: potency is read from the fitted curve at half-maximal effect; % of control where 0% means no effect; nearly all actives have a fitted effect of over 60% in size
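Huh7 reporter line, Rab9 promoter upstream of luciferase. Compound exposure 24 h at 37 °C in reduced-serum medium with 10% FBS. Read-out: luminescence.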
RORgamma inh – inhibitors of mouse ROR gamma transcriptional activity. Drosophila S2 Gal4-RORgamma UAS-luciferase reporter, 20 h. Potency, µM (highest dose often 53.6 µM), for the others: at the highest dose activity change, negative = inhibition, usual class: inhibitors. hit rate 5.4% among 310,000; also: potency is read from the fitted curve at half-maximal effect; % is scaled to controls: 0 for no effect and ±100 for the full control effect; nearly all actives have a fitted effect of over 60% in size
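Stably transfected Drosophila Schneider cells are the test system, with ROR gamma fused to Gal4 and luciferase under UAS control; luminescence is read after 20 hr of 700 uM copper sulfate induction at ambient temperature.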
PKM2 activator – increases activity of human pyruvate kinase M2 | hit rate 0.34% among 260,000 | purified PKM2, Kinase-Glo ATP luminescence, activation; response scale: 0% is enzyme alone, no compound | Potency, µM (series often up to 57.5 µM), for inactives: at the highest dose activation, hits mostly activators | P14618; also: potency is read from the fitted curve at half-maximal effect; % is scaled to controls: 0 for no effect and ±100 for the full control effect; nearly all actives have a fitted effect of over 55% in size
Target sequence (P14618 whole entry, looked up): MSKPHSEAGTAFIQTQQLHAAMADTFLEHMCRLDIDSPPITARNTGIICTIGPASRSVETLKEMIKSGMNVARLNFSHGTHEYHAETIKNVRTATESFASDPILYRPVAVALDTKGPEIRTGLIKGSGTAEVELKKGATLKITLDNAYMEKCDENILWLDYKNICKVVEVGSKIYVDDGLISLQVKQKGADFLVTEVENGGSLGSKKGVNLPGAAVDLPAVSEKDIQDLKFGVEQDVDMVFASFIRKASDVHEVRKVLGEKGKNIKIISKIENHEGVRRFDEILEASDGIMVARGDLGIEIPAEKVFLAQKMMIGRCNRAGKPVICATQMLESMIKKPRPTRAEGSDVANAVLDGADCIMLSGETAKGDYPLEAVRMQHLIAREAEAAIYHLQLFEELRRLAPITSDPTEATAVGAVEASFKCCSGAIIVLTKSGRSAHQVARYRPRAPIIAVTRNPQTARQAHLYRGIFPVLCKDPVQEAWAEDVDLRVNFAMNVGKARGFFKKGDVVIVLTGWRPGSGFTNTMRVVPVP
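hPK-M2, >95% pure; 0.1 mM ADP / 0.5 mM PEP final; imidazole pH7.2 buffer w/ 7 mM MgCl2, 50 mM KCl; 1 h RT; Kinase-Glo lum. Intermediate enzyme activity for dual inhibitor/activator qHTS.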
Mito fusion yeast – mitochondrial division inhibition or fusion activation; Potency, µM (highest dose often 46.1 µM), inactives show at the top dose growth rescue (activation), hits mostly activators; S. cerevisiae fusion-defective mutant growth rescue, CellTiterGlo 48 h; hit rate 0.23% among 320,000;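 also: potency is read from the fitted curve at half-maximal effect; % of control where 0% means no effect; nearly all actives have a fitted effect of over 45% in size; temperature-sensitive fusion mutants such as fzo1-1 at 37 °C on non-fermentable ethanol glycerol medium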
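Luminescent cell viability in 1536-well qHTS format served as the measure of rescued growth in ts fusion-mutant S. cerevisiae cultured on non-fermentable YPEG for 48 hours at 37C.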
NPC1 promoter act – activates the NPC1 promoter; Huh7 NPC1 promoter luciferase reporter, 24 h; Potency, µM (series often up to 9.22 µM), inactives show at the highest dose activation, hits mostly activators; hit rate 2.4% among 320,000;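 also: potency is read from the fitted curve at half-maximal effect; % of control where 0% means no effect; nearly all actives have a fitted effect of over 60% in size; reporter is driven by a mutant NPC1 promoter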
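Readout is luciferase luminescence, reflecting NPC1 promoter activation in stably transfected Huh7 cells after 24 h compound exposure at 37 °C in reduced-serum medium with 10% FBS.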
Menin-MLL TR inh – inhibitors of human menin-MLL interaction, mutant MLL peptide; Menin + Texas Red MLL mutant peptide, fluorescence polarization; Potency, µM (top dose mostly 61.6 µM), without a hit: at the highest dose FP activity change, negative = inhibition, most hits filed as inhibitors; hit rate 0.23% among 270,000; AID 1768; active = well fitted inhibition curve with a large enough effect in the polarisation, with a control signal flat, not every such curve was filed as active; inconclusive = small, poorly fitted or top-dose-only effect, or effect the other way, or a change in a side signal; inactive = no such curve, though single readings can be large or run the other way; the % refers to the polarisation; also: potency is read from the fitted curve at half-maximal effect; % of control where 0% means no effect; many of its hits are not listed in these tables
ELG1 DNA repair – ELG1-dependent DNA repair inhibition | hit rate 2.3% among 330,000 | HEK293T ELG1-luciferase reporter, luminescence, 16 h; DNA damage induced by 5-fluorouridine | Potency, µM (series often up to 46.1 µM), for the others: top-dose activity change, negative = inhibition, hits mostly inhibitors | AID 504467; also: potency is read from the fitted curve at half-maximal effect; % is scaled to controls: 0 for no effect and ±100 for the full control effect; nearly all actives have a fitted effect of over 55% in size
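Overnight (16 hr) co-exposure of 2,000 cells/well to 5-fluorouridine and compound at 37 °C preceded detection. Luciferase was quantified via ONE-Glo luminescence; loss of signal denotes inhibition.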
FLuc counter – firefly luciferase modulation, counter-screen for miR-21 project; P08659; hit rate 6.9% among 360,000; purified FLuc, Km substrates, luminescence inhibition; Potency, µM (titrated, usually from 57.5 µM), without a hit: at the highest dose activity change, negative = inhibition, hits mostly inhibitors;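 also: potency is read from the fitted curve at half-maximal effect; plate controls were vehicle for no effect and reference inhibitor for full effect; nearly all actives have a fitted effect of over 55% in size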
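Purified P. pyralis luciferase (10nM final) with 10uM D-luciferin and 10uM ATP (Km levels) in 50mM Tris acetate pH 7.5, 10mM Mg acetate, 0.01% Tween-20, 0.05% BSA; qHTS 6-point titration, ~60 µM downward; luminescence read.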
* = called active by the depositor; ? = inconclusive; / = not tested or not shown; & = joins results of further samples; [ ] = another dose, or the depositor's remark. Unless noted, calls follow the shape of the dose curve; as a rule, active = well fitted curve in the direction sought with a large enough effect; inconclusive = small, poorly fitted or top-dose-only effect, or another doubt; inactive = no such curve, though single readings can be large; an effect the other way counts as inactive or inconclusive.

1: COC(=O)Cn1cnc2c(C#N)c3n(c2c1=O)CCCC3
2: O=C(NCc1ccccc1)C1CC(=O)N(C2CCCCCC2)C1 (centres undefined)
3: CC(C)(C)C(=O)N=C1SC2CS(=O)(=O)CC2N1c1ccc2c(c1)OCO2 (centres undefined)
4: COc1ccc(/C=N/NC(=O)c2cc(C)oc2C)cc1OCc1ccccc1
5: COc1ccc(NC(=O)C(=S)N2CCCC2)cc1
6: COn1c(C)c(C(C)=O)c2c3no[n+]([O-])c3ccc21
7: COc1ccc2[nH]c(=O)c(NC(N)=S)nc2c1
8: O=C(Nc1ccc(N2CCOCC2)cc1)c1cccc2ccccc12

entry no.,1,2,3,4,5,6,7,8
MBNL1 CUG block,-5%,2%,-3%,5%,-6%,1%,?,4%
KCNH2 3.1 inh,3,-7,10,2,9,4,5,21
Gal4-VP16 FLuc,-3%,-7%[10 µM],-1%,?,-7%,-1%,?,3%
Rab9 promoter act,1%,-8%,0%,0%,24%,1%,-3%,13%
RORgamma inh,-15%,5%,-6%,10µM*,-12%,-4%,-4%,0%
PKM2 activator,-4%,-5%,8%,-7%,0%,0%,-5%,-5%
Mito fusion yeast,-1%,-5%,-1%,-13%,-2%,0%,-2%,2%
NPC1 promoter act,-3%,-1%,1%,1%,15%,-4%,4%,-1%
Menin-MLL TR inh,4%,5%,14%,38%[activator],-2%,3%,?,3%
ELG1 DNA repair,3%,-12%,10%,?,?,-5%,?,-8%
FLuc counter,1%,4%,4%,-2%,-12%,6%,-8%,?

One compound at a time (already shown). Order of values: MBNL1 CUG block, KCNH2 3.1 inh, Gal4-VP16 FLuc, Rab9 promoter act, RORgamma inh, PKM2 activator, Mito fusion yeast, NPC1 promoter act, Menin-MLL TR inh, ELG1 DNA repair, FLuc counter
COn1c(C)c(C(C)=O)c2c3no[n+]([O-])c3ccc21 as listed: 1%, 4, -1%, 1%, -4%, 0%, 0%, -4%, 3%, -5%, 6%
COc1ccc2[nH]c(=O)c(NC(N)=S)nc2c1 as listed: ?, 5, ?, -3%, -4%, -5%, -2%, 4%, ?, ?, -8%
COc1ccc(/C=N/NC(=O)c2cc(C)oc2C)cc1OCc1ccccc1 as listed: 5%, 2, ?, 0%, 10µM*, -7%, -13%, 1%, 38%[activator], ?, -2%
O=C(NCc1ccccc1)C1CC(=O)N(C2CCCCCC2)C1 (centres undefined) as listed: 2%, -7, -7%[10 µM], -8%, 5%, -5%, -5%, -1%, 5%, -12%, 4%

The listing continues:
9: CN(CC(=O)Nc1ccc(C#N)cc1)Cc1ccc(Cl)c(Cl)c1
10: O=C(NC1CCCc2ccccc21)c1ccc(F)cc1F (centres undefined)
11: COCCCN1C(=O)c2ccccc2C1C(=O)NC1CCCCCC1 (centres undefined)
12: Cn1c(SCC(=O)Nc2ccccc2Oc2ccccc2)nnc1C1CC1
13: CSc1nnc(-c2cc(C)on2)n1-c1ccccc1
14: CCCOC(=O)c1ccc(NC(=O)C(=O)NCC2CCCO2)cc1 (centres undefined)
15: C=CCOc1ccc(/C(O)=C2\C(=O)C(=O)N(CCCOC)C2c2ccncc2)cc1 (centres undefined)
16: CCn1c(SCC(=O)N2CCCCC2)nc2c(c1=O)SCC2

entry no.,9,10,11,12,13,14,15,16
MBNL1 CUG block,-2%,4%,3%,/,4%,-15%,23%,9%
KCNH2 3.1 inh,-31,1,-2,1,5,-6,-9,5
Gal4-VP16 FLuc,2%,-6%,-8%,/,-10%,-4%,-5%,-15%
Rab9 promoter act,-8%,1%,-2%,-1%,1%,-3%,-7%,2%
RORgamma inh,37%,-12%,-11%,/,-4%,?,3%,29%
PKM2 activator,0%,/,-3%,/,4%,-2%,-3%,-9%
Mito fusion yeast,7%,14%,-1%,8%,-4%,-4%,-5%,4%
NPC1 promoter act,-7%,-6%,-3%,1%,-1%,-2%,-3%,-3%
Menin-MLL TR inh,21%,-25%,-8%,/,6%,0%,-6%,3%
ELG1 DNA repair,-1%,-7%,-1%,17%,3%,?,15%,1%
FLuc counter,0%,0%,-8%,3%,-1%,?,-1%,-3%

17: CC1CC(C)CN(C(=O)CSc2nc(Cc3cccs3)nc3ccccc23)C1 (centres undefined)
18: O=C(COC(=O)COc1cccc(F)c1)NCCC1=CCCCC1
19: CN(CC(=O)Nc1ccccc1Cl)C(=O)COC(=O)CCN1C(=O)C2CC=CCC2C1=O (centres undefined)
20: CCOC(=O)Cc1csc(SCC(=O)Nc2sc3c(c2C(N)=O)CCC3)n1
21: Cc1nn(Cc2ccc(Cl)cc2)c(Cl)c1/C=N/NC(=O)CNc1ccccc1F
22: COc1ccc(S(=O)(=O)Nc2cc3c4c(oc3c3ccccc23)CCCC4=O)cc1
23: O=C(CSc1ncnc2scc(-c3ccccc3)c12)NC1CCS(=O)(=O)C1 (centres undefined)
24: COCCN(CCOC)C(=O)c1ccc(NS(=O)(=O)c2ccc3[nH]c(=O)[nH]c3c2)cc1

entry no.,17,18,19,20,21,22,23,24
MBNL1 CUG block,?,-11%,/,11%,15%,35%[activator],/,-7%
KCNH2 3.1 inh,-1,-8,6,0,9,8,16,/
Gal4-VP16 FLuc,-8%,9%,/,2%,?,5%,14%,2%
Rab9 promoter act,-1%,-3%,0%,-9%,3%,-9%,-2%,-6%
RORgamma inh,30%,-13%,/,8%,?,20%,?,11%
PKM2 activator,-22%,3%,/,13%,-2%,18%,15%,-1%
Mito fusion yeast,?,-5%,3%,5%,0%,4%,4%,1%
NPC1 promoter act,-1%,-3%,-5%,-3%,0%,-19%,0%,-2%
Menin-MLL TR inh,-3%,12%,/,?,6%,1%,/,/
ELG1 DNA repair,?,-10%,24%,-13%,-1%,?,11%,3%
FLuc counter,-3%,1%,2%,?,1%,2%,1%,0%

25: C[C@@]12C(=O)N(c3ccc(C(F)(F)F)cc3)C(=O)N1[C@@H]1c3ccccc3OC[C@@H]1[C@H]2c1ccccc1
26: O=C(CCc1n[nH]c(=O)[nH]c1=O)Nc1cccc([N+](=O)[O-])c1
27: Cc1csc2nc(CSc3nncn3-c3ccccc3)c(Br)n12
28: O=C(O)CCCCNS(=O)(=O)c1ccc(Cl)c(C(F)(F)F)c1
29: COC(=O)CCC(=O)NNC(=O)Cc1ccccc1
30: COc1ccc(/C=C/CN2CCCC(CO)(Cc3cccc(Cl)c3)C2)cc1 (centres undefined)
31: Cc1ccc(NC(=O)Cn2nc(C(=O)Nc3ccc(C)cc3)ccc2=O)cc1
32: O=C(Nc1ccc(S(=O)(=O)N2CCOCC2)cc1)c1c(F)cccc1F
33: Cn1c(Cc2csc(N)n2)nnc1SCC(=O)NCc1ccccc1
34: COc1ccc(C2NC(=O)C(C#N)=C(S)N2c2ccc(C)cc2)cc1OC (centres undefined)

entry no.,25,26,27,28,29,30,31,32,33,34
MBNL1 CUG block,-11%,?,4%,9%,?,-7%,1%,7%,-3%,-1%
KCNH2 3.1 inh,-10,0,-2,16,-1,?,3,5,25,18
Gal4-VP16 FLuc,-18%,4%,4%,0%,-15%,?,3%,-11%,-22%,-24%
Rab9 promoter act,-5%,-3%,0%,-8%,-6%,-1%,3%,7%,-3%,-2%
RORgamma inh,?,-17%,0%,-1%,-9%,-13%,-2%,-2%,22%,?
PKM2 activator,0%,1%,-3%,-1%,0%,3%,/,-7%,14%,-1%
Mito fusion yeast,5%,1%,-1%,1%,-1%,-2%,0%,2%,-3%,2%
NPC1 promoter act,-2%,-3%,-3%,-4%,1%,-1%,-1%,1%,0%,-1%
Menin-MLL TR inh,-3%,8%,?,0%,-10%,?,-16%,1%,-13%,9%
ELG1 DNA repair,-23%,0%,1%,?,-3%,-11%,8%,16%,6%,?
FLuc counter,2%,-10%,4%,1%,-2%,8%,0%&2%,3%,-2%,19µM*

Only part of the results is shown. The share of hits here may be higher or lower than overall.
